FN deposition inh = fibronectin deposition inhibition | AH1F fibroblasts, Alexa488-fibronectin deposition fluorescence, overnight | inhibition, % at 12.6 µM | hit rate 0.086% among 350,000;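 active = mean inhibition across replicates of 30% or more, regardless of how many single replicates reach that level; inconclusive = mean under 30% yet at least half of replicates reach 30%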;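 note: positive control wells lacked labelled fibronectin entirely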
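Material: AH1F fibroblasts assembling fluorescent fibronectin matrix; amount: 10000 AH1F cells/well; medium: DMEM, 2% serum; reagent: Alexa488-fibronectin, 24 nM final in well; dosing: single compound dose, delivered by pin transfer; incubation: 1 h adhesion, overnight exposure; detection: fluorescence after three HBSS washes, excitation 485 nm, emission 525 nm; measure: fibronectin deposition inhibition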
miR-122 sensor = inhibitors of miR-122 in Huh7 cells; Huh7 miR-122 Renilla luciferase sensor, 48 h; neutral wells = 0, positive control = 100; activation (reporter increase), % at 12.5 µM; hit rate 0.3% among 340,000;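 active = mean replicate activation score at least 90 and every replicate individually at or above 90; inconclusive = only one of the two criteria met; inactive = neither criterion met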;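 note: higher luciferase means less miR-122 activity so hits act as miR-122 inhibitors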
F508del corr = correctors of CFTR F508del function in bronchial epithelial cells; activity (quench increase), % at 7.58 µM; CFBE cells, YFP halide quenching; stimulated with forskolin plus potentiator P3; % fluorescence drop versus neutral controls; AID 720511; hit rate 0.36% among 350,000;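 active = mean added fluorescence quench of at least 8% versus neutral control, with both replicates also reaching 8%; inconclusive = only one of the mean or replicate conditions met; inactive = mean below 8% and not both replicates reaching 8%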;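 note: cells transiently co-express mutant CFTR-F508del with the halide-sensitive YFP; corrector assay measuring rescue of mutant channel to the surface after 24 h compound exposure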
DENV2 CPE = DENV2-induced cell death inhibition | hit rate 1.7% among 350,000 | DENV2-infected cells, cytopathic effect rescue, plate reader | CPE inhibition, % at 9.99 µM; in the data active = CPE inhibition above about 20%, passing the limit was not always enough; inconclusive = no clear call, values can overlap the other calls; tested in BHK-21 cells;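 note: 0% = median of neutral control wells and 100% = median of positive control wells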
PAX8 reporter = inhibitors of PAX8 transcriptional activity in RMG-I cells; RMG-I TPO-luciferase reporter, SteadyGlo, 24 h; inhibition, % at 12.6 µM; hit rate 1.2% among 360,000;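 active = mean replicate inhibition at least 60% with every replicate also reaching 60%; inconclusive = only one of the two criteria is met; inactive = mean below 60% and not all replicates reaching 60%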;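 note: luciferase light reporting Pax8 driven TPO promoter activity; plate controls were median of neutral control wells for no effect and mitoxantrone controls for full effect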
EWS-Fli block = EWS/Fli transcriptional activity inhibition | A673 NR0B1-luciferase reporter, viability-normalised | inhibition, % at 12.6 µM | hit rate 0.67% among 350,000 | AID 651661;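 active = mean inhibition of at least 50% after viability correction, with every replicate also passing that limit; inconclusive = mean reaches 50% but only one of two replicates passes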;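 note: firefly luciferase signal divided by Alamar Blue viability fluorescence both relative to DMSO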
GSIS activator = GLuc luminescence reporter in INS-1E cells, primary screen for activators of glucose-dependent secretion of insulin; activation, % at 16.6 µM; hit rate 0.61% among 370,000; INS-1E GLuc reporter insulin secretion, 2-3 h;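 active = lowest replicate activation of at least 40%, so every replicate reaches that level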;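 note: 0% = median of neutral control wells and 100% = median of IBMX positive control wells; some compounds called inactive have numbers as strong as hits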
* hit, by the source's call; ? = inconclusive; / = no result given; & = joins results of further samples; [ ] = another dose, or the depositor's remark. Rows are unselected, and some 3.9% of all compounds hit somewhere here.

Order of values – FN deposition inh	GSIS activator	EWS-Fli block	F508del corr	PAX8 reporter	miR-122 sensor	DENV2 CPE
O=[N+]([O-])c1ccc(-c2ncc(-c3ccc(Br)cc3)o2)cc1
 : -2	5	-67	-2.6	-6	/	7
C=CCOc1ccc(C(=O)O)cc1Cl
 : 4	11	5	-1.2	-3	/	19
CC(C)NC(=O)Nc1ccc2c(c1)CC(=O)N([C@@H](C)CO)C[C@H](C)[C@@H](CN(C)Cc1ccc(Cl)c(Cl)c1)O2
 : /	2	/	0.4	-4	0[16.7 µM]	-2
CC(C)CC#Cc1ccc2c(c1)O[C@H](CN(C)S(C)(=O)=O)[C@@H](C)CN([C@@H](C)CO)S2(=O)=O
 : -20	-34	1	/	-12	59[16.7 µM]	-19
COc1ccc(NC(=O)CSc2ccc(-c3cccnc3)nn2)c(OC)c1
 : -7	-2	-36	0.5	6	-1	8
COc1ccc2c(c1)CCc1c(C(=O)NCc3ccc(Cl)cc3)noc1-2
 : -5	22	/	/	-3	-9	/
C[C@H](CO)N1C[C@H](C)[C@H](CN(C)CC2CC2)OCCCC[C@H](C)Oc2ccc(NS(=O)(=O)c3ccccc3)cc2C1=O
 : /	10	/	0.0	-17	-6[16.7 µM]	-3
Cc1ccc(Nc2cc(C)c(O)c(C)c2)cc1
 : 11	/	-59	-1.8	-51	1	-5
CCN(CC)CCCNC(=O)c1cc(Nc2ccc(OC)cc2)nc2ccccc12
 : 6	-19	8	0.1	-3	-1	1
CNC(=O)/C(C#N)=C/c1c(N(Cc2ccccc2)Cc2ccccc2)nc2ccccn2c1=O
 : -6	-26	10	-2.4	7	/	/
CC(=O)Nc1cc(Cl)ccc1OS(=O)(=O)c1ccc(C)cc1
 : -4	4	/	/	-1	0	/
S=c1nc(-c2ccccc2)oc2c1CCCC2
 : 1	/	/	/	-167	4	/
Cc1ccc2c(c1)N(C(=O)CCC(=O)N1CCOCC1)CC(C)O2 (stereo not drawn)
 : -2	/	-1	3.7	0	0	4
Cc1noc(C)c1NC(=O)N(C)C[C@H]1Oc2ccc(NS(=O)(=O)c3cccs3)cc2C(=O)N([C@H](C)CO)C[C@@H]1C
 : -14	8&-4	3&-7	1.3&2.9	6	1[16.7 µM]	-14&-9
CNC[C@H]1Oc2cc(-c3ccccc3F)ccc2S(=O)(=O)N([C@@H](C)CO)C[C@@H]1C
 : -3	-13	9	-3.8	-14	13[16.7 µM]	?
Cc1cc(C(=O)NNC(=O)c2ccccc2F)c2ccccc2n1
 : 2	/	-2	-0.7	2	1	-5
CCCCc1nnc(NC(=O)Cc2ccc(S(=O)(=O)N3CCOCC3)s2)s1
 : -3	-2	5	1.6	-8	1	2
COc1ccc(-c2nnc(SCC(=O)N/N=C/c3ccccc3C(=O)O)n2-c2ccc(Cl)cc2)cc1
 : 2	-11	-6	1.8	32	-1	-3
CC1CCN(C(=O)CN(CCc2ccccc2)S(C)(=O)=O)CC1
 : -6	/	/	/	-17	-8	/
C[C@@H]1CCCCO[C@@H](CN(C)C(=O)Nc2ccc3c(c2)OCO3)[C@H](C)CN([C@H](C)CO)C(=O)c2cc(N(C)C)ccc2O1
 : /	-11	-1	-0.3	11	-8[16.7 µM]	/
C[C@@H]1CN([C@@H](C)CO)C(=O)CCCn2nncc2CO[C@H]1CN(C)S(=O)(=O)c1cccc(C#N)c1
 : 2	21&-8	-4&-3	-0.5&-2.7	-7&2	-3	?
CCOc1ccc(C(=O)NCC(=O)OCc2nnc(-c3ccccc3)o2)cc1OCC
 : -12	19	-3	1.1	-12	/	-8
Cc1ccc(C(=O)OCC(=O)N2CC(C)OC(C)C2)cc1 (stereo not drawn)
 : 1	-1	6	0.6	2	/	-6
CN(C)CC(=O)Nc1ccc2c(c1)[C@H]1C[C@H](CC(=O)NCc3ccncc3)O[C@H](CO)[C@H]1O2
 : -9	9	-4	0.6	-29	-4[16.7 µM]	4
O=C(Nc1ccc(F)cc1)N1CC(=O)N2[C@H](CO)[C@H](c3ccc(-c4ccc(F)cc4)cc3)[C@@H]2C1
 : /	-28	-3	-1.7	-16	/	-2
Cc1ccc(SCC(=O)OCC(=O)NCCc2ccccc2)cc1C
 : -6	5	2	-0.1	-6	-6	?
C[C@@H]1CN([C@@H](C)CO)C(=O)c2cc(C#Cc3ccccn3)cnc2O[C@H]1CN(C)CC1CCCC1
 : 0	-4	-7	0.9	-5	15[16.7 µM]	-3
CCOC(=O)CCNC(=O)N1CCCC(CNS(=O)(=O)Cc2ccccc2)C1 (stereo not drawn)
 : /	2	0	0.3	18	/	-3
COc1cc(C(=O)N(C)C2CCCCC2)ccc1OC1CCN(C(C)=O)CC1
 : -7	-1	1	0.5	12	-6	14
C[C@@H]1CN([C@@H](C)CO)C(=O)c2cccc(NC(=O)CCCCCC(=O)Nc3ccccc3N)c2O[C@H]1CN(C)S(=O)(=O)c1cn(C)cn1
 : 4	4	39	0.8	-37	/	2
O=C(c1ccccc1F)N1CCN(C(=O)C2CC2)CC1
 : 0	/	-7	-2.8	/	-1	-3
COC(=O)CC1Oc2ccc(C)cc2NC1=O (stereo not drawn)
 : 4	3	-2	0.4	-21	1	11
CC1CCN(C(=O)Cn2cc(C(F)(F)F)ccc2=O)c2ccccc2S1 (stereo not drawn)
 : 4	1	2	-3.1	3	-2	19
O=C(CCN1C(=O)c2ccccc2C1=O)Nc1cccc(O)c1
 : -9	-3	6	-1.8	-6	-2	2
CO[C@H](CN(C)S(=O)(=O)c1cccc(Cl)c1)[C@H](C)CN([C@H](C)CO)S(=O)(=O)c1cccc(Cl)c1
 : 1	-20	18	-5.2	/	/	?
COc1ccc(S(=O)(=O)N(C)C[C@H]2Oc3c(NC(=O)c4cnccn4)cccc3C(=O)N([C@@H](C)CO)C[C@@H]2C)cc1
 : /	7	-9	0.2	/	-4[16.7 µM]	-3
O=C1CCCN1CN(C(=O)c1ccc2c(c1)OCO2)c1cccc(Cl)c1
 : -1	18	/	/	/	6	/
O=C(CC(c1ccccc1)(c1ccccc1)c1ccccc1)N[C@@H](Cc1ccccc1)C(=O)O
 : -1	-7	-2	-2.2	-5	-3	4
CNC(=O)CSc1nnc(-c2ccncc2)n1Cc1ccccc1
 : 0	/	/	/	5	2	/
COc1ccc(NC(=O)Nc2ccc3c(c2)C(=O)N([C@H](C)CO)C[C@@H](C)[C@H](CN(C)S(=O)(=O)c2ccc(F)cc2)OCCCC[C@H](C)O3)cc1
 : 6	7	0	-1.0	33	-6[16.7 µM]	-4
CC(=O)c1c(C)[nH]c(C(=O)Nc2cccc(C(F)(F)F)c2)c1C
 : -2	-5	-33	-3.2	-34	34	-2
CCN(CC)S(=O)(=O)c1ccc(OC)c(NC(=O)c2cc(=O)[nH]c3ccccc23)c1
 : 6	-3	-10	-1.5	15	/	/
Cc1ccc(/C=C(/C#N)C(=O)NC(=O)Oc2ccccc2)cc1
 : /	51	6	1.5	/	-5	0
Cc1nn(CC(=O)NCc2ccco2)c(C)c1[N+](=O)[O-]
 : 1	4	15	0.3	2	3	-3
CCc1ccc(N2CC34C=CC(O3)C(C(=O)OC(C)C)C4C2=O)cc1 (stereo not drawn)
 : 21	-2	6	1.6	-5	1	5
CNC[C@@H]1Oc2ncc(/C=C/c3ccccc3)cc2C(=O)N([C@H](C)CO)C[C@@H]1C
 : /	-16	-1	0.0	-8	-6[16.7 µM]	-6
Cc1ccc(NC(=O)COC(=O)c2nn(C)c(=O)c3ccccc23)cc1F
 : 26	-9	-7	-0.3	-6	/	-9
C=CCNC(=S)NCCO
 : 3	11	-1	0.4	10	2	-3
CCc1cccc(CC)c1NC(=S)N(CCN(C)C)C(C)c1cccnc1 (stereo not drawn)
 : 4	2	3	0.3	26	-4	7
COc1ccc(CN2CCNC(=O)C2CC(=O)N(C)CCC2CCOCC2)c(OC)c1 (stereo not drawn)
 : 1	-1	/	3.3	-2	-2	-3

(cont.)
Order of values – FN deposition inh	GSIS activator	EWS-Fli block	F508del corr	PAX8 reporter	miR-122 sensor	DENV2 CPE
CC(=O)c1ccc(N=Nc2c(C)[nH][nH]c2=O)cc1
 : 0	/	-47	-1.2	-55	-5	0
COc1ccc(C(=O)CC(=O)C(=O)Nc2cc(Cl)c(OC)cc2OC)cc1
 : 3	16	0	0.5	0	1	6
Cc1cccc(-c2ccccc2[C@H]2[C@@H](C#N)N(c3ncc(-c4ccccc4)s3)[C@@H]2CO)c1
 : 5	2	2	-1.3	4	/	-11
O=C(O)C1CCC(=O)N(C2CCCCC2)C1c1ccccc1Cl (stereo not drawn)
 : -2	-7	-9	-0.1	-10	-3	14
N=c1ccn(Cc2cccc(F)c2)cc1
 : 8	0	0	0.4	14	-2	5
CCCCCCCC(=O)Nc1ccc(S(=O)(=O)Nc2nccs2)cc1
 : 2	-1	-12	/	13	/	-9
CCCN(CCC)CCCNC(=O)c1cc2cc3ccc(OC)cc3nc2o1
 : 10	/	/	/	-4	-2	/
O=C1NC[C@@H]2CCCN2C1=O
 : -8	25	0	3.0	-5	/	-7
CNC[C@@H]1Oc2ccc(NS(=O)(=O)c3ccc(OC)cc3)cc2C(=O)N([C@H](C)CO)C[C@@H]1C
 : -8	-1	-4	0.6	13	-2[16.7 µM]	?
CC(C)c1ccc(C(=O)CN2C(=O)NC3(CCc4ccccc43)C2=O)cc1 (stereo not drawn)
 : 15	-32	-15	-1.2	6	-7	-8
C/C(=N\Nc1nc2ccccc2[nH]1)c1ccccn1
 : 20	2	22	2.2	68*	-11	-16
COc1cccc(S(=O)(=O)N[C@@H]2CC[C@H](CCn3cc(-c4ccc(F)cc4)nn3)O[C@H]2CO)c1
 : -8	-14	-33	0.3	12	/	10
COc1cc(-n2c(=O)c3ccccc3n(Cc3cccc(F)c3)c2=O)cc(OC)c1OC
 : 2	6	-13	2.8	9	-6	-2
CCN(Cc1ccccc1)C(=O)Nc1c(Cl)cccc1Cl
 : 8	-2	1	1.3	-7	/	1
COc1ccc(-n2c(=S)[nH]c3[nH]ncc3c2=O)cc1
 : -1	13	5	0.9	-22	4	1
COc1ccc(C(C)NC(=O)c2ccc(Cl)cc2)cc1OC (stereo not drawn)
 : 2	-1	/	/	-7	/	/
C[C@H](CO)N1C[C@H](C)[C@H](CN(C)C(=O)Nc2ccc3c(c2)OCO3)Oc2c(NC(=O)c3ccncc3)cccc2C1=O
 : /	21	-76	0.6	/	5[16.7 µM]	15
